LYP phosphatase: PTPN22 lymphoid phosphatase activity blockers – biochemical, fluorescence intensity, uHTS (AID 1779). 0.054% of 290,000 active. recombinant LYP phosphatase, fluorescence intensity; higher % means a stronger effect. inhibition, % at 11.5 µM, or IC50 in µM where a hit was titrated; in the data active means inhibition above about 50%;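 further: plate controls were vehicle with enzyme for no effect and no enzyme for full effect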
T cell modulator: T cell immune modulation candidate; 0.068% of 330,000 active; calls only at 7 µM; 2C CD8+ T cell-vesicle binding, flow cytometry; active compounds read low;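 active means response, share of CD8 T cells binding vesicles, and their 90th percentile fluorescence all below set limits, cut at about 80% in these data, passing the limit was not always enough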
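Read-out – percent CD8+ FL2 mean versus row control · System – murine 2C transgenic CD8+ T lymphocytes · Times – 1.5 h cell–vesicle binding at 37 °C, then 20 min icy labelling · Control set – naked vesicles low, QL9 vesicles with vehicle high · Detection – cytometric PE anti-B7-1 and Alexa647 anti-CD8 signals after 1% paraformaldehyde fixation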
NTR1 ag: NTR1-driven beta-arrestin-GFP spot formation – imaging, U2OS cells, high content, primary screen (AID 493036) | P30989 | agonist mode | activation, % at 20 µM | 0.17% of 330,000 active;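 active means activation at or above 40% of the spot to cytoplasm intensity ratio, with at least 20 cells analyzed; inconclusive means wells under 20 cells, flagged as cytotoxic or low count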;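 further: 0% = DMSO without peptide and 100% = 100 nM NTR1 peptide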
Target sequence (P30989 whole entry, looked up): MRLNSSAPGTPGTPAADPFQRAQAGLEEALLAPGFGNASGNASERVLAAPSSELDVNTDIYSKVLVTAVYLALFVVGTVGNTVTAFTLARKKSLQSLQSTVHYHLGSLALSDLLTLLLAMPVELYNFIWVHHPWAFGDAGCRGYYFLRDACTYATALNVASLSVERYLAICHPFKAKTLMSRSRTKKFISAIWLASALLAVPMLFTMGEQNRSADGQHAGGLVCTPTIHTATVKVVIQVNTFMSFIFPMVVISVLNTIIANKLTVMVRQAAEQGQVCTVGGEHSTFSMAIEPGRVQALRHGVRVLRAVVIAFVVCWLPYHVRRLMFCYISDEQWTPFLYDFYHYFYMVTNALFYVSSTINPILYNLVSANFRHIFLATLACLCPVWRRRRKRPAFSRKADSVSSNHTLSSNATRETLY
GPR55 antagonists: GPR55 antagonists blocking LPI-driven arrestin recruitment, primary screen, imaging, U2OS, beta-arrestin-GFP, LPI agonist (AID 2013). U2OS GPR55 beta-arrestin-GFP translocation imaging, LPI antagonism; higher % means a stronger effect. inhibition, % at 10 µM, or IC50 in µM where a hit was titrated. 0.13% of 290,000 active;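 active means spots per cell inhibited over 60%, with over 100 cells counted and total cytoplasm intensity under 500,000; inconclusive means wells with under 100 cells, flagged as likely toxic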;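 further: U2OS cells stably carrying GPR55 and arrestin-GFP stimulated by 5 µM LPI near EC80; imaged beta-arrestin-GFP aggregate spots per cell after agonist stimulation; plate controls were LPI-stimulated DMSO wells for no effect and DMSO wells without LPI for full effect; some results filed as inactive read as strong as hits; confirmed hits need IC50 under 10 µM and bright autofluorescent wells are also inconclusive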
MgcRacGAP inhibition: MgcRacGAP GTPase-activating activity inhibitors, confirmation, biochemical, ADP Hunter fluorescence; 0.6% of 340,000 active; MgcRacGAP-stimulated Rac1 GTP hydrolysis, ADP Hunter fluorescence; higher % means a stronger effect; GST-tagged Rac1 F28L mutant substrate; inhibition, % at 30 µM; hits with a dose series show IC50 in µM;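 active means first-screen hits whose inhibition reached a set limit at any dose in the follow-up dose series; inconclusive means inhibition above the set first-screen limit but never retested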;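 further: fluorescence reports GDP produced by GAP-driven GTP hydrolysis; strong numbers were not always called active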
GPR35 arrestin U2OS: inhibition of zaprinast-stimulated GPR35 beta-arrestin translocation – imaging, U2OS, beta-arrestin-GFP, zaprinast agonist, primary screen (AID 2058). U2OS GPR35 beta-arrestin-GFP translocation imaging, zaprinast antagonism; higher % means a stronger effect. inhibition, % at 10 µM, or IC50 in µM where a hit was titrated. 0.052% of 290,000 active;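 active means inhibition of at least 50% with at least 30 cells and total cytoplasm GFP at most 10,000,000; inconclusive means under 30 cells or total GFP of 10,000,000 plus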
Large T inhibition: SV40 large T antigen inhibitors, biochemical (AID 1903) | SV40 large T antigen ATPase/helicase inhibition assay; higher % means a stronger effect | inhibition, % at 20 µM, or IC50 in µM where a hit was titrated | 0.39% of 310,000 active; in the data active means a potency from the dose series; inconclusive means inhibition mostly from about 32% at the one dose, without a potency; inactive means the rest, 99 in 100 with inhibition below about 32%; further: strong numbers were not always called active
Hep lipid drop: modulators of hepatic lipid droplet formation; AID 1656; inhibition, % at 6.5 µM; 0.4% of 240,000 active; AML12 mouse hepatocytes, oleate lipid droplets, BODIPY imaging;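 active means lipid droplet intensity inhibited by at least 50%, with more than 500 cells counted; inconclusive means wells with under 300 cells, treated as cytotoxic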
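Assay system: AML12 hepatocytes (mouse) / Also added: 100 µM oleic acid challenge / Times: overnight treatment with compound plus oleate / Detection: high-content imaging of BODIPY-stained droplets and DAPI nuclei / Evaluation: % inhibition of lipid droplet signal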
GPR55 activation: GPR55 agonists via beta-arrestin recruitment, primary screen, imaging, U2OS cells, beta-arrestin-GFP redistribution (AID 1961) | U2OS GPR55 beta-arrestin-GFP redistribution imaging; higher % means a stronger effect | 0.048% of 290,000 active | one-dose activation, % at 10 µM; EC50 in µM for titrated hits;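 active means activation above 40% with more than 50 cells counted in the well; inconclusive means wells holding fewer than 50 cells, flagged as toxic or sparse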;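 further: U2OS osteosarcoma cells stably expressing GPR55 and beta-arrestin-GFP; plate controls were DMSO negative control for no effect and LPI positive control for full effect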
Hep lipid drop cells 6.5 µM: recorded beside Hep lipid drop, whose call it bears; cell count; measured here: cell count, cytotoxicity flag;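 cells counted across two imaged fields per well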
T cell modulator vesicle-bound %: recorded beside T cell modulator, whose call it bears; double positive events, %; measured here: CD8+ vesicle-bound cell fraction;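 binding gate set so that unloaded-vesicle control wells show 10% double positive cells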
NTR1 ag cell count 20 µM: second read-out of NTR1 ag, no call of its own (marks repeat the call); cell count; measured here: cell count, cytotoxicity flag
Active calls of the source: *; i = inactive; ? = inconclusive; nt = no result given. Hits appear at their usual frequency; 1.8% or so of the library scored in one or more.

SMILES	LYP phosphatase	T cell modulator	T cell modulator vesicle-bound %	NTR1 ag	NTR1 ag cell count 20 µM	GPR55 antagonists	MgcRacGAP inhibition	GPR35 arrestin U2OS	Large T inhibition	Hep lipid drop	Hep lipid drop cells 6.5 µM	GPR55 activation
COc1ccccc1N(C(=O)c1snc(C(N)=O)c1N)C(C(=O)NC1CCCC1)c1ccc(N(C)C)cc1 (centres undefined)	1%	i	40	-0.3	43	2%	2%	7%	-37%	-6	706	-0.1%
CC(=O)c1cccc(NC(=O)c2ccc3ccccc3c2)c1	-5%	i	12	0.0	63	-1%	13%	-4%	5%	-4	806	-0.2%
COCCCNC(=O)c1ccc2c(c1)nc(C)n2-c1cccc(C)c1	-4%	i	40	1.5	50	-1%	4%	6%	12%	0	707	0.0%
CCCCCCn1c(SCCN2CCOCC2)nc2c1c(=O)[nH]c(=O)n2C	-7%	i	37	2.0	53	4%	8%	-7%	3%	5	754	0.0%
C=CCn1c(=N)c(C#N)cc2c(=O)n3ccccc3nc21	-51%	i	46	-0.5	46	-2%	14%	-19%	9%	-4	702	0.5%
CCOC(=O)c1c(NC(=S)NC(=O)c2cnn(CC)c2)sc2c1CCC(C)C2 (centres undefined)	2%	i	44	5.5	63	9%	9%	5%	11%	nt	nt	-0.1%
Cc1cccnc1NC(=S)NCc1ccco1	-7%	i	32	1.0	55	6%	15%	-4%	10%	-6	679	-0.8%
Cc1nn(C)c(C)c1S(=O)(=O)NCCc1ccc(Cl)cc1	-12%	i	16	-1.3	63	?	-5%	8%	6%	-6	722	-0.2%
COc1ccccc1-c1cn[nH]c1-c1ccc(O)cc1O	-7%	i	44	-1.1	103	1%	42µM*	-5%	36%	0	811	-0.2%
CCOCCn1ccc2c(OCC(=O)Nc3ccccc3OC)cccc2c1=O	nt	i	50	4.9	59	nt	7%	nt	6%	nt	nt	nt
Cc1ccc(CNC(=O)C(=O)NCC2OCCN2C(=O)c2cccs2)cc1 (centres undefined)	-10%	i	2	1.0	65	5%	7%	-17%	15%	-4	692	-0.6%
CCOC(=O)CS(=O)(=O)c1ccc2ccccc2c1	-2%	i	37	3.3	71	-12%	7%	17%	6%	-19	662	0.2%

10 successive compounds out of the list so far, for reference:
SMILES	LYP phosphatase	T cell modulator	T cell modulator vesicle-bound %	NTR1 ag	NTR1 ag cell count 20 µM	GPR55 antagonists	MgcRacGAP inhibition	GPR35 arrestin U2OS	Large T inhibition	Hep lipid drop	Hep lipid drop cells 6.5 µM	GPR55 activation
COc1ccccc1N(C(=O)c1snc(C(N)=O)c1N)C(C(=O)NC1CCCC1)c1ccc(N(C)C)cc1 (centres undefined)	1%	i	40	-0.3	43	2%	2%	7%	-37%	-6	706	-0.1%
CC(=O)c1cccc(NC(=O)c2ccc3ccccc3c2)c1	-5%	i	12	0.0	63	-1%	13%	-4%	5%	-4	806	-0.2%
COCCCNC(=O)c1ccc2c(c1)nc(C)n2-c1cccc(C)c1	-4%	i	40	1.5	50	-1%	4%	6%	12%	0	707	0.0%
CCCCCCn1c(SCCN2CCOCC2)nc2c1c(=O)[nH]c(=O)n2C	-7%	i	37	2.0	53	4%	8%	-7%	3%	5	754	0.0%
C=CCn1c(=N)c(C#N)cc2c(=O)n3ccccc3nc21	-51%	i	46	-0.5	46	-2%	14%	-19%	9%	-4	702	0.5%
CCOC(=O)c1c(NC(=S)NC(=O)c2cnn(CC)c2)sc2c1CCC(C)C2 (centres undefined)	2%	i	44	5.5	63	9%	9%	5%	11%	nt	nt	-0.1%
Cc1cccnc1NC(=S)NCc1ccco1	-7%	i	32	1.0	55	6%	15%	-4%	10%	-6	679	-0.8%
Cc1nn(C)c(C)c1S(=O)(=O)NCCc1ccc(Cl)cc1	-12%	i	16	-1.3	63	?	-5%	8%	6%	-6	722	-0.2%
COc1ccccc1-c1cn[nH]c1-c1ccc(O)cc1O	-7%	i	44	-1.1	103	1%	42µM*	-5%	36%	0	811	-0.2%
CCOCCn1ccc2c(OCC(=O)Nc3ccccc3OC)cccc2c1=O	nt	i	50	4.9	59	nt	7%	nt	6%	nt	nt	nt

Following part
SMILES	LYP phosphatase	T cell modulator	T cell modulator vesicle-bound %	NTR1 ag	NTR1 ag cell count 20 µM	GPR55 antagonists	MgcRacGAP inhibition	GPR35 arrestin U2OS	Large T inhibition	Hep lipid drop	Hep lipid drop cells 6.5 µM	GPR55 activation
O=C(NCc1nnc(SCC(=O)N2CCCC2)o1)c1ccccc1	-10%	i	43	-1.3	77	5%	10%	0%	10%	-2	816	0.0%
O=C(Nc1cccc(-n2cnnn2)c1)c1ccccc1Br	-7%	i	24	1.1	49	1%	7%	4%	-12%	38	784	-0.2%
CC(C)CN(/C=N/c1sc2c(c1C#N)CCCCC2)CC(C)C	4%	i	42	-1.5	4	20%	7%	5%	9%	-8	771	-0.1%
COc1cccc(C(=O)NCc2ccc3c(c2)OCO3)c1	-9%	i	59	-0.5	66	-12%	8%	-2%	5%	19	841	-0.2%
CCCCNC(=O)c1cc2c(=O)n3cccc(C)c3nc2n1C	-4%	nt	nt	nt	nt	-4%	nt	-9%	nt	-3	646	-0.1%
Cc1nccn1CC(=O)N/N=C/c1ccccc1O	-4%	i	37	0.2	55	8%	9%	-1%	-7%	-10	746	-0.1%
CC1=C(NCCc2ccccc2)CCC1=O	-9%	i	45	-0.8	50	1%	3%	19%	21%	nt	nt	0.3%
CCn1c(=O)c(C(=O)CN2CC(C)OC(C)C2)c(N)n(Cc2ccccc2)c1=O (centres undefined)	-6%	i	55	-1.3	64	8%	4%	10%	21%	nt	nt	0.4%
CCCCN(CCCC)CCNC(=O)c1cn(CC)c2ccc(S(=O)(=O)N3CCCC3)cc2c1=O	-6%	i	12	0.1	59	18%	0%	8%	5%	-7	680	0.0%
CN(c1ccccc1)C(c1ccc(F)cc1)c1nnnn1CC1CCCO1 (centres undefined)	-4%	i	46	0.0	54	12%	6%	-17%	20%	-22	647	0.2%
Cc1ccc(OCC(=O)NNC(=O)C2CCCO2)c(C)c1 (centres undefined)	-10%	i	12	-0.3	45	8%	-4%	0%	0%	3	719	-0.4%
CC(Oc1ccc2c3c(c(=O)oc2c1)CCC3)C(=O)N[C@@H](Cc1ccccc1)C(=O)O (some centres undefined)	-6%	i	65	1.0	88	1%	-1%	-3%	12%	-1	826	-0.2%
O=C(O)CSc1nnc(-c2ccccc2)o1	-10%	i	20	0.6	26	12%	15%	6%	6%	nt	nt	-0.2%
CS(=O)(=O)N1CCc2cc(C(=O)N3CCN(c4cccc(Cl)c4)CC3)ccc21	-7%	i	10	1.3	60	14%	6%	1%	11%	-7	655	0.3%
N#Cc1c2c(c(N3CCN(CCO)CC3)n3c1nc1ccccc13)CCCC2	-4%	nt	nt	nt	nt	18%	nt	9%	nt	24	771	0.0%
COc1ccccc1/C=C/C(=O)N1CCOCC1	-7%	i	59	-0.9	57	-2%	17%	-7%	13%	13	771	-0.2%
CCN(CC)c1ccc2cc(-c3nc(-c4ccc(OC)cc4)cs3)c(=O)oc2c1	3%	i	56	-5.7	65	?	nt	?	4%	-51	743	-0.2%
CCCCn1c(N)c(N(CCC(C)C)C(=O)c2sc3nc4n(c(=O)c3c2C)CCC4)c(=O)[nH]c1=O	-5%	i	47	0.0	57	11%	6%	5%	22%	17	842	-0.1%
CN1CC2CCCC3(C1)C(=O)NC1(CCCCC1)N=C23 (centres undefined)	-12%	i	36	-1.4	64	2%	13%	-6%	0%	nt	nt	-0.2%
COc1ccc(NC(=O)C2CCCNC2)cc1OCC(C)C (centres undefined)	-6%	i	45	6.4	49	-2%	2%	2%	0%	nt	nt	0.2%
CN(C(=O)c1ccc(Br)o1)C1(C)CCS(=O)(=O)C1 (centres undefined)	-12%	i	6	0.2	52	13%	14%	-4%	-1%	-7	828	0.0%
Cn1c(SCC(=O)NCc2cccs2)nnc1-c1ccncc1	-8%	i	21	-0.6	85	-4%	6%	2%	15%	nt	nt	-0.2%
COc1ccc(Nc2nc(N3CCOCC3)nc(N3CCOCC3)n2)cc1	-12%	i	41	-0.1	55	4%	6%	11%	4%	-29	766	0.3%
O=c1c2ccccc2nc(SCc2ccncc2)n1CC1CCCO1 (centres undefined)	-6%	i	28	-0.1	61	17%	0%	-22%	7%	22	739	0.1%

With a hit mark in MgcRacGAP inhibition, of those listed so far:
Structure	LYP phosphatase	T cell modulator	T cell modulator vesicle-bound %	MgcRacGAP inhibition	GPR35 arrestin U2OS	Large T inhibition
COc1ccccc1-c1cn[nH]c1-c1ccc(O)cc1O	-7%	i	44	42µM*	-5%	36%

Following part.
SMILES	LYP phosphatase	T cell modulator	T cell modulator vesicle-bound %	NTR1 ag	NTR1 ag cell count 20 µM	GPR55 antagonists	MgcRacGAP inhibition	GPR35 arrestin U2OS	Large T inhibition	Hep lipid drop	Hep lipid drop cells 6.5 µM	GPR55 activation
COc1cc(OC)cc(C(=O)N(CCCN2C(=O)c3cccc4cccc(c34)C2=O)c2cccc(OC)c2)c1	2%	i	27	2.4	43	2%	10%	-4%	0%	-17	609	-0.1%
Cc1cccc(NC(=O)Cn2c(=O)n(CCc3c[nH]c4ccccc34)c(=O)c3cccnc32)c1	6%	i	28	0.6	86	5%	nt	1%	10%	2	747	-0.3%
CC(NC(=S)NC1CCCCC1)C(c1cccs1)N1CCOCC1 (centres undefined)	-2%	i	59	3.3	53	2%	12%	6%	16%	4	735	0.6%
N#CCCN(Cc1cccnc1)C(=S)Nc1ccccc1Cl	-8%	nt	nt	nt	nt	6%	-1%	-10%	1%	-1	697	0.1%
CN(C)S(=O)(=O)N1CCC(Oc2ccc(C(=O)N3C[C@@H]4CCC[C@H]3C4)cc2)CC1	-4%	i	18	-0.3	55	-13%	3%	-3%	0%	-35	646	0.2%
COc1cc(/C=N/N2CCCCC2)cc([N+](=O)[O-])c1O	-1%	i	6	-0.2	65	-4%	16%	-5%	27%	-5	834	-0.2%
CN(C)c1nc(N)nc(CSc2nc3cc(Cl)ccc3o2)n1	-2%	i	48	2.2	48	5%	0%	-4%	-7%	-41	741	0.2%
